Bioassay records: PubChem BioAssay, The Scripps Research Institute Molecular Screening Center
PAFAH1B3 inh = PAFAH1B3 enzyme inhibitors, primary screen, biochemical, fluorescence polarization, human; Platelet-activating factor acetylhydrolase IB subunit alpha1 (Homo sapiens), Q15102; recombinant PAFAH1B3, FP-rhodamine probe; inhibition, % at 3.39 µM; 340,000 compounds, 0.28% hits; AID 492972, 2010;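 active = inhibition above the screen-wide average of all tested compounds plus 3 SD, cut at about 25% in these data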;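 also: 0% = enzyme with DMSO only and 100% = wells lacking PAFAH1B3 protein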
PAD4 inh = human PAD4 inhibitors, primary screen, biochemical, fluorescence polarization, 1536-well format | Protein-arginine deiminase type-4 (Homo sapiens), Q9UM07 | recombinant PAD4, RCA probe fluorescence polarization | inhibition, % at 6.36 µM | 330,000 compounds, 0.41% hits | AID 485272, 2010;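 active = percent inhibition above a cutoff equal to the mean of all tested compounds plus 3 SD, cut at about 15% in these data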;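 also: 0% = PAD4 with RCA probe and DMSO and 100% = probe without PAD4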
PAFAH2 FP inh = PAFAH2 enzyme inhibitors, primary screen, biochemical, fluorescence polarization, human | Platelet-activating factor acetylhydrolase 2, cytoplasmic (Homo sapiens), Q99487 | recombinant PAFAH2, FP-rhodamine activity probe | inhibition, % at 3.39 µM | 340,000 compounds, 0.99% hits;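 active = inhibition above the mean over all tested compounds plus 3 SD, cut at about 30% in these data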;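 also: inhibitors block probe labeling of enzyme so polarization drops; 0% = enzyme with DMSO and 100% = wells lacking PAFAH2 protein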
pPAFAH FP inh = pPAFAH enzyme inhibitors, primary screen, biochemical, fluorescence polarization, human; recombinant pPAFAH, FP-rhodamine probe fluorescence polarization; 330,000 compounds, 1.5% hits; inhibition, % at 3.39 µM;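 active = inhibition above the mean inhibition across the screen plus 3 SD, cut at about 25% in these data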;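 also: inhibitors block binding of the rhodamine activity-based probe so polarization drops; 0% = enzyme with DMSO and 100% = wells lacking pPAFAH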
Target sequence (Q13093 whole entry, looked up): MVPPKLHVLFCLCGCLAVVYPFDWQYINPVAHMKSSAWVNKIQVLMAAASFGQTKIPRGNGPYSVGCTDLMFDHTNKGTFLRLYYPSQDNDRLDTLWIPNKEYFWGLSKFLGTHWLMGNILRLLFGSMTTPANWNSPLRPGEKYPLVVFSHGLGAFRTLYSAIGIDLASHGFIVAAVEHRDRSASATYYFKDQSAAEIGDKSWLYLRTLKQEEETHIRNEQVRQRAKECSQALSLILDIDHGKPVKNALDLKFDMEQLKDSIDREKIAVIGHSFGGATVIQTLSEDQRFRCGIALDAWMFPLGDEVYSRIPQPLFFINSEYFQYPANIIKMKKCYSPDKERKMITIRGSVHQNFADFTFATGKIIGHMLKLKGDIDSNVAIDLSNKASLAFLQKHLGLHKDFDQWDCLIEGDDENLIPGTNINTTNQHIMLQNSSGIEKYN
LYPLA1 inh = LYPLA1 inhibitors, primary screen, counter-screen for PME1 inhibitor project, biochemical, fluorescence polarization, FP-Rh probe ABPP; Acyl-protein thioesterase 1 (Homo sapiens), O75608; recombinant LYPLA1; inhibition, % at 5.9 µM; 320,000 compounds, 0.16% hits;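 active = inhibition above the mean of all tested compounds plus 3 SD, set per campaign, cut at about 14% in these data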;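 also: inhibitors block serine hydrolase probe labeling of LYPLA1 so polarization falls; 0% = enzyme with DMSO and 100% = wells lacking LYPLA1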
Target sequence (O75608 whole entry, looked up): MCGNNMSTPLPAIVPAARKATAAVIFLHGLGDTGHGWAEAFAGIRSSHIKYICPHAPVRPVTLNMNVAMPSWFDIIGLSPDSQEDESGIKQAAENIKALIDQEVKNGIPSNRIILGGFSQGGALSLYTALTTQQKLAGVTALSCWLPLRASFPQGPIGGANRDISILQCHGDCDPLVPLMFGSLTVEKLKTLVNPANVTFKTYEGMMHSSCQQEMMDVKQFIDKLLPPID
PME-1 primary = PME-1 inhibitors via competitive probe labeling, primary screen, biochemical, fluorescence polarization, FP-Rh probe, HTS | Protein phosphatase methylesterase 1 (Homo sapiens), Q9Y570 | recombinant PME-1 | inhibition, % at 5.9 µM | 320,000 compounds, 0.53% hits;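 active = inhibition above the campaign mean of all compounds plus 3 SD, cut at about 26% in these data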;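 also: competitive labeling of PME-1 active site by serine hydrolase directed probe; 0% = PME-1 with DMSO and 100% = wells lacking PME-1 enzyme; inhibitors block probe labeling so polarization falls and inhibition rises; many of its hits are not listed in these tables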
LYPLA2 counter = LYPLA2 inhibitors, primary screen, counter-screen for PME1 inhibitor project, biochemical, fluorescence polarization, FP-Rh probe ABPP | Acyl-protein thioesterase 2 (Homo sapiens), O95372 | recombinant LYPLA2 | inhibition, % at 5.9 µM | 320,000 compounds, 0.38% hits | AID 2177, 2009;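 active = inhibition above the screen-wide mean plus 3 SD, limit set per campaign, cut at about 26% in these data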;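 also: 0% = LYPLA2 with DMSO and 100% = wells lacking LYPLA2 enzyme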
Target sequence (O95372 whole entry, looked up): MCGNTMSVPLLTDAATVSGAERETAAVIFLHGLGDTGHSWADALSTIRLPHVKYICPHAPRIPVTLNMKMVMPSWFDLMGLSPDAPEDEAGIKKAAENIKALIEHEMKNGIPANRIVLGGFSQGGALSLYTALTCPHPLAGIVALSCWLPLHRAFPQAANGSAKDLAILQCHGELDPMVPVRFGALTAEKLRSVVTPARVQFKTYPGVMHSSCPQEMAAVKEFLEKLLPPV
GSTO1 inh = inhibitors of recombinant GSTO1, primary screen, counter-screen for RBBP9 inhibitor project, biochemical, fluorescence polarization | Glutathione S-transferase omega-1 (Homo sapiens), P78417 | activity-based probe fluorescence polarization | inhibition, % at 5.96 µM | 300,000 compounds, 1.1% hits | AID 1974, 2009;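 active = inhibition above the campaign mean inhibition plus 3 SD, cut at about 35% in these data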;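 also: 0% = GSTO1-1 with DMSO and 100% = wells lacking GSTO1-1 enzyme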
PAFAH1B2 inh = PAFAH1B2 enzyme inhibitors, primary screen, biochemical, fluorescence polarization, human | recombinant PAFAH1B2, FP-rhodamine activity probe | Platelet-activating factor acetylhydrolase IB subunit alpha2 (Homo sapiens), P68402 | AID 492953, 2010 | 340,000 compounds, 1.2% hits | inhibition, % at 3.39 µM;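 active = inhibition above the mean of all tested compounds plus 3 SD, cut at about 24% in these data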;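 also: 0% = enzyme with DMSO and 100% = wells lacking PAFAH1B2; many of its hits are not listed in these tables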
An asterisk follows results filed as active; / = no result given. Only part of the results is shown, so the mix of outcomes need not match the whole.

1. O=C(O)Cc1ccccc1C(=O)O
2. O=C(NCc1ccc(F)cc1)NC(=O)c1ccc(Cl)cc1
3. Oc1ccc(N2CCN(Cc3ccc(OCCCN4CCCCC4)cc3)CC2)cc1
4. O=C(C1=C[C@@H](c2ccccc2)C[C@@H](OCc2ccc(CO)cc2)O1)N1CCCCCCC1
5. Cn1c(COc2ccc3ccccc3c2)nnc1SCC(=O)OC1CCCCC1
6. COc1cc(C(=O)OCn2nnc3ccccc3c2=O)cc(OC)c1OC
7. C=C(C)CSc1nnc([C@@H](NC(=O)OC(C)(C)C)C(C)CC)o1 (stereo not given in full)
8. Cc1ccc2c(c1)nnn2C1CCN(C(=O)C2CCCCC2)CC1
9. O=C(O)C(Cc1ccccc1)n1cccc1 (stereo not given)
10. CCN(CC(=O)Nc1cc(Cl)ccc1C)C(=O)CC1CCCC1

Compound	1	2	3	4	5	6	7	8	9	10
PAFAH1B3 inh	10	4	4	15	2	1	5	5	7	-4
PAD4 inh	-5	0	3	-1	-6	1	3	-3	-3	-2
PAFAH2 FP inh	6	0	-2	1	4	-11	-2	-2	11	-3
pPAFAH FP inh	1	-1	1	3	13	-6	4	0	8	6
LYPLA1 inh	1	6	2	-1	-1	0	3	-6	3	/
PME-1 primary	-5	4	-4	1	-4	-7	-3	-5	4	/
LYPLA2 counter	17	4	3	4	1	-4	3	-1	2	/
GSTO1 inh	2	1	10	3	-3	11	-1	1	4	/
PAFAH1B2 inh	4	-3	1	8	4	5	9	-1	6	-5

Of the compounds above, 2 have a halogen.
2. O=C(NCc1ccc(F)cc1)NC(=O)c1ccc(Cl)cc1
10. CCN(CC(=O)Nc1cc(Cl)ccc1C)C(=O)CC1CCCC1

Compound	2	10
PAFAH1B3 inh	4	-4
PAD4 inh	0	-2
PAFAH2 FP inh	0	-3
pPAFAH FP inh	-1	6
LYPLA1 inh	6	/
PME-1 primary	4	/
LYPLA2 counter	4	/
GSTO1 inh	1	/
PAFAH1B2 inh	-3	-5

Additional results follow:
11. C=CCOCCN1C(=O)C2C3C=CC(C2C1=O)C1C2C(=O)N(CCOCC=C)C(=O)C2C31 (stereo not given)
12. O=C(NCCOc1ccc(Cl)cc1)c1ccco1
13. NC(=O)COc1ccccc1
14. CC(C)(C)C(C(=O)Oc1ccccc1)c1ccccc1 (stereo not given)
15. CC(C)(C)c1cc(C(=O)NCC(=O)OCC(=O)c2cccc([N+](=O)[O-])c2)cc(C(C)(C)C)c1
16. CCc1cccc(C)c1NC(=S)N(CCN(C)C)C(C)c1ccco1 (stereo not given)
17. CCN(CC(=O)Nc1ccc2c(c1)OCCO2)C(=O)/C=C/c1ccccc1
18. CC(=O)Nc1cc(-c2nn(CC(=O)N3CCCCC3)c(=O)c3ccccc23)ccc1N1CCOCC1
19. O=C(Cc1ccccc1)NC1c2ccccc2-c2ccccc21
20. COc1cc(/C=N/NC(=O)/C(=C\c2ccc3c(c2)OCO3)NC(=O)c2ccccc2)ccc1O

Compound	11	12	13	14	15	16	17	18	19	20
PAFAH1B3 inh	0	-2	2	10	2	3	0	0	3	5
PAD4 inh	-3	-6	0	0	5	6	0	-2	-1	1
PAFAH2 FP inh	0	1	-2	-1	3	7	-4	-5	-3	10
pPAFAH FP inh	13	4	-1	3	0	-3	5	-5	4	-1
LYPLA1 inh	4	-1	0	0	-2	0	2	0	-5	0
PME-1 primary	-4	2	5	-4	0	-1	1	3	-1	11
LYPLA2 counter	1	-2	-3	6	-5	-6	3	6	-1	2
GSTO1 inh	3	1	1	/	7	0	0	6	-3	8
PAFAH1B2 inh	0	7	2	12	2	6	3	3	6	5

21. O=C(Nc1scc(-c2ccccc2)c1C(=O)O)c1ccco1
22. FC(F)(F)c1cccc(NC(=S)NC2CCCC2)c1
23. COc1ccc(-n2nc(C(=O)NCC(=O)N(C)Cc3ccccc3)c3ccccc3c2=O)cc1
24. CCOc1ccc(NC(=O)C(c2ccccn2)N(C(=O)CCl)c2ccc(OC)cc2)cc1 (stereo not given)
25. NC(=O)C(c1ccc(F)cc1)c1ccc(C(=O)c2ccccc2)cc1 (stereo not given)
26. COc1ccc2oc(C(=O)OCC(=O)NCCc3ccc(S(N)(=O)=O)cc3)c(C)c2c1
27. CCOC(=O)c1cc(C(=O)c2cc(Br)ccc2O)coc1=N
28. O=C1CC(c2ccccc2)CC(=O)N1c1ccccc1
29. CCCC(C(=O)Nc1ccc(S(=O)(=O)N2CCOCC2)cc1)c1ccccc1 (stereo not given)
30. O=C(CN(C(=O)c1csnn1)c1cccc(C(F)(F)F)c1)NCc1ccc(F)cc1

Compound	21	22	23	24	25	26	27	28	29	30
PAFAH1B3 inh	9	3	6	0	5	12	8	8	3	1
PAD4 inh	1	-10	-1	-9	2	-1	-1	-6	-2	-2
PAFAH2 FP inh	-1	1	5	-5	-4	2	2	1	-6	-2
pPAFAH FP inh	3	5	-2	12	5	3	4	0	0	6
LYPLA1 inh	2	-2	-4	4	1	-2	1	0	-2	2
PME-1 primary	-1	0	-1	4	2	7	2	2	-5	0
LYPLA2 counter	1	2	0	-5	8	-3	8	-1	-1	5
GSTO1 inh	-6	-1	0	36*	7	/	-9	-14	/	-3
PAFAH1B2 inh	8	-3	7	5	-11	5	6	3	8	5

The closing 4 entries of the section above lead into the next.
27. CCOC(=O)c1cc(C(=O)c2cc(Br)ccc2O)coc1=N
28. O=C1CC(c2ccccc2)CC(=O)N1c1ccccc1
29. CCCC(C(=O)Nc1ccc(S(=O)(=O)N2CCOCC2)cc1)c1ccccc1 (stereo not given)
30. O=C(CN(C(=O)c1csnn1)c1cccc(C(F)(F)F)c1)NCc1ccc(F)cc1
31. Cc1ccc2c(cnn2C(=O)CCCC(=O)NCc2ccc(F)cc2)c1
32. O=C(COC(=O)c1ccc(Cl)nc1)NNC(=O)c1ccc(Cl)cc1
33. O=C(Nc1nnc(-c2ccccn2)o1)c1cccc(Br)c1
34. CC(=O)OCC(OC(C)=O)C(OC(C)=O)C(OC(C)=O)C(=O)Nc1ccc(C)cc1C (stereo not given)
35. CCCCOc1cc(CC2CNC(=O)N2)ccc1OC (stereo not given)
36. O=C(OCc1cc2ccccc2[nH]c1=O)c1ccncc1
37. O=C(c1cccc(COCC(F)(F)C(F)F)c1)N1CCN(c2ccccc2)CC1
38. CCOC(=O)N1CCN(C(=O)CN(CC)S(=O)(=O)c2cc(C)ccc2OC)CC1
39. Nc1c(Cl)cc(-c2cn(CCC(=O)O)c(-c3ccncc3)n2)cc1Cl
40. CSCCC(NS(=O)(=O)c1ccc(C)cc1)C(=O)N1CC=C(c2ccccc2)CC1 (stereo not given)

Compound	27	28	29	30	31	32	33	34	35	36	37	38	39	40
PAFAH1B3 inh	8	8	3	1	5	0	2	5	3	5	-1	-4	6	10
PAD4 inh	-1	-6	-2	-2	-2	3	0	-2	-1	5	2	-1	-2	1
PAFAH2 FP inh	2	1	-6	-2	1	9	3	-2	-9	8	1	4	6	2
pPAFAH FP inh	4	0	0	6	2	9	0	2	4	-5	9	-6	0	0
LYPLA1 inh	1	0	-2	2	-1	-3	1	-1	-1	3	4	2	5	-6
PME-1 primary	2	2	-5	0	-1	2	-1	-7	-1	-11	7	7	-2	-5
LYPLA2 counter	8	-1	-1	5	-4	-1	5	0	-5	-4	5	-2	-9	1
GSTO1 inh	-9	-14	/	-3	7	6	-29	4	-4	-13	3	5	-4	6
PAFAH1B2 inh	6	3	8	5	1	15	4	10	3	-1	-2	-4	4	7

41. O=C(NCc1cc(C(F)(F)F)ccc1Cl)c1cccc2c1C(=O)c1ccc(N3CCCCC3)cc1S2(=O)=O
42. CC(C)CC[n+]1ccccc1/C=C/c1ccc(N(C)C)cc1
43. CCS(=O)(=O)N1CCN(c2c(Cl)cccc2[N+](=O)[O-])CC1
44. CCOc1ccc(NC(=O)CSc2nc3[nH]ncc3c(=O)n2-c2ccccc2OC)cc1
45. Cc1cc(C)n(CC(=O)NNC(=O)c2ccc(S(C)(=O)=O)cc2)n1
46. O=C(c1ccc(COc2ccccc2Br)o1)N1N=C(C(F)F)CC1(O)C(F)F (stereo not given)
47. CC1(C)CC(C(CC(=O)O)c2ccccc2)CCO1 (stereo not given)
48. CCCn1cnnc1CNC(=O)C1CCC(=O)N(CCCc2ccccc2)C1 (stereo not given)

Compound	41	42	43	44	45	46	47	48
PAFAH1B3 inh	2	-4	4	1	5	-6	-6	3
PAD4 inh	2	-10	3	-2	3	2	3	3
PAFAH2 FP inh	-4	-17	0	-2	-1	1	-5	14
pPAFAH FP inh	11	-10	5	40*	-2	7	-2	11
LYPLA1 inh	/	-19	2	-2	/	-2	-1	4
PME-1 primary	/	-41	3	-6	/	0	0	3
LYPLA2 counter	/	-40	3	-1	/	0	-4	5
GSTO1 inh	/	-28	3	2	/	-2	4	-7
PAFAH1B2 inh	1	-11	5	-6	4	0	5	4

Copied from above: nos. 41 to 42
41. O=C(NCc1cc(C(F)(F)F)ccc1Cl)c1cccc2c1C(=O)c1ccc(N3CCCCC3)cc1S2(=O)=O
42. CC(C)CC[n+]1ccccc1/C=C/c1ccc(N(C)C)cc1

Compound	41	42
PAFAH1B3 inh	2	-4
PAD4 inh	2	-10
PAFAH2 FP inh	-4	-17
pPAFAH FP inh	11	-10
LYPLA1 inh	/	-19
PME-1 primary	/	-41
LYPLA2 counter	/	-40
GSTO1 inh	/	-28
PAFAH1B2 inh	1	-11
